EP2 modulator: modulates human prostaglandin E2 receptor EP2 signaling | EP2-expressing cells, cAMP HTRF FRET, PGE2 co-stimulation | AID 940 | induction, % at 25 µM | hit rate 0.83% among 260,000 | P43116;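 active = compounds whose cAMP rise, as percent of the full-agonist control response, exceeds 60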;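 note: rat C6 glioma line stably carrying human EP2 under a CMV promoter; the protocol text gives 20 µM as final concentration; 100% = response of wells given 1 µM PGE2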
Target sequence (P43116 whole entry, looked up): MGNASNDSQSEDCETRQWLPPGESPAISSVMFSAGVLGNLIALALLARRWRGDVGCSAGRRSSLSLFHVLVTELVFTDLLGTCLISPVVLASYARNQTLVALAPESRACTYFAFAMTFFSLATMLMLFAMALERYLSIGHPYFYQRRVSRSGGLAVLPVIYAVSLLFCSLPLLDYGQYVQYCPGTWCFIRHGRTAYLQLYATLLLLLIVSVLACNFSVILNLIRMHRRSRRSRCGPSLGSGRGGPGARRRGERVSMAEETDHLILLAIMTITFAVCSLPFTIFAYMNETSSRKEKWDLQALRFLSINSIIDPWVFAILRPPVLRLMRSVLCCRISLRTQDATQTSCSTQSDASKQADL
p97 inhibitor: inhibitors of human p97 ATPase. AID 1481. hit rate 0.42% among 220,000. recombinant p97 ATPase, Kinase-Glo ATP luminescence, 3 h. inhibition, % at 8 µM. P55072; in the data active = inhibition above about 15%;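 note: 0% = DMSO vehicle and 100% = wells lacking enzyme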
S1P4 antag: antagonists of human S1P4 receptor; S1P4-expressing cells, antagonist mode, reporter read-out; inhibition, % at 4.98 µM; hit rate 0.26% among 220,000; AID 1510; in the data active = inhibition above about 29%;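 note: 0% = wells stimulated with agonist and 100% = vehicle wells without agonist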
Target sequence (O95977 whole entry, looked up): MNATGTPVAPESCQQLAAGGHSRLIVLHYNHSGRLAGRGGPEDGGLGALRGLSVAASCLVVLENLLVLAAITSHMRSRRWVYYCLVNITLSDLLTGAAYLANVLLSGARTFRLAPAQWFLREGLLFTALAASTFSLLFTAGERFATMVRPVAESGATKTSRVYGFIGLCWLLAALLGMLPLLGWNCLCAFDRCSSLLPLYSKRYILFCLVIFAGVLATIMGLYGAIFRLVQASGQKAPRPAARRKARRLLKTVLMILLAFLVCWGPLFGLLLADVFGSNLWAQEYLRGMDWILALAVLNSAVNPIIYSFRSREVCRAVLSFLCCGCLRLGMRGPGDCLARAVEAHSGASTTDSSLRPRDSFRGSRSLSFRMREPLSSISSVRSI
NPY2 pot ag: human NPY-Y2 potentiation or agonism, primary screen; P49146; cells expressing NPY-Y2, potentiator/agonist read-out; activation, % at 3.6 µM; hit rate 0.45% among 220,000; AID 1359; in the data active = activation above about 27%;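 note: cells stimulated with NPY near EC25 plus isoproterenol at EC100; 0% = vehicle plus submaximal agonist and 100% = vehicle plus saturating agonist; some results beyond the cut were filed as inactive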
EP2 antag: EP2 receptor (human) inhibition. AID 1422. hit rate 0.52% among 260,000. inhibition, % at 25 µM. C6 glioma cells expressing human EP2, cAMP TR-FRET; cells stimulated with saturating PGE2;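 active = percent inhibition above 40 after rounding to a whole number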;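 note: rat C6 glioma host cells with rolipram phosphodiesterase inhibitor present; the protocol text gives 20 µM as final concentration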
NPY-Y1 antag: antagonists of human neuropeptide Y receptor Y1; inhibition, % at 3.6 µM; HEK293-CNG Y1 cells, membrane potential fluorescence; NPY at EC95, then isoproterenol; AID 1040; hit rate 1% among 200,000;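 active = inhibition above the campaign mean inhibition of all tested compounds plus 3 SD, cut at about 20% in these data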;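 note: 0% = DMSO wells given NPY plus isoproterenol and 100% = isoproterenol alone without NPY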
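Material: HEK293 cells with Y1 receptor plus CNG channel; times: compound incubation 1 h at room temperature, readout 45 min post-stimulation; signal: fluorescence, membrane potential probe; read-out basis: fluorescence ratio normalized to % inhibition between controls; benchmarks: full-block control isoproterenol-only wells, zero-block control NPY plus isoproterenol wells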
S1P4 agonist: agonists of human S1P4 receptor. O95977. S1P4-expressing cell line, agonist reporter assay. activation, % at 4.98 µM. hit rate 0.35% among 220,000. AID 1509; in the data active = activation above about 11%;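 note: 0% = DMSO vehicle and 100% = reference agonist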
eIF4E-4G inh: inhibitors of eIF4E and eIF4G interaction in translation initiation; P63073+Q04637; TR-FRET eIF4E-eIF4GI(517-606) binding, 2 h; inhibition, % at 21.7 µM; hit rate 0.37% among 220,000; AID 782;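 active = inhibition above about 30%, limit read from the data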;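 note: 0% = full FRET control wells and 100% = background wells lacking eIF4GI fragment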
NPY-Y1 PAM-ag: potentiators or agonists of human neuropeptide Y receptor Y1; P25929; NPY-Y1 expressing cells, potentiator/agonist activation; activation, % at 3.6 µM; hit rate 0.37% among 220,000; AID 1304; in the data active = activation above about 33%, passing the limit was not always enough;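 note: cells stimulated with NPY at EC10 then isoproterenol at EC100; 0% = low agonist plus stimulus and 100% = saturating agonist plus stimulus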
Active calls of the source: *; [ ] = another dose, or the depositor's remark.

Screening Cc1ccc(Oc2nc3ccccc3n3c(C)nnc23)c(C)c1 returned EP2 modulator -9, p97 inhibitor 2, S1P4 antag -22, NPY2 pot ag 11, EP2 antag 34, NPY-Y1 antag 1, S1P4 agonist 2.0, eIF4E-4G inh -6 and NPY-Y1 PAM-ag -2.
`CC(C)(C)NC(=O)CN(C(=O)CS(=O)CC(=O)Nc1ccc(F)cc1)c1cccc(F)c1` (stereo not given) gave EP2 modulator 11, p97 inhibitor 6, S1P4 antag -4, NPY2 pot ag -5, EP2 antag 20, NPY-Y1 antag 4, S1P4 agonist 0.2, eIF4E-4G inh 1 and NPY-Y1 PAM-ag 1.
S=C1NCCNC(=S)NCCOCCOCCOCCN1 was read as EP2 modulator 21, p97 inhibitor 0, S1P4 antag 5, NPY2 pot ag -7, EP2 antag 3, NPY-Y1 antag -1, S1P4 agonist 0.3, eIF4E-4G inh 0 and NPY-Y1 PAM-ag 11.
Screening CCCc1cc(=O)[nH]c(SCCOc2ccc(Cl)cc2)n1 returned EP2 modulator 64*, p97 inhibitor 4, S1P4 antag -7, NPY2 pot ag -23, EP2 antag 7, NPY-Y1 antag 2, S1P4 agonist 1.2, eIF4E-4G inh -4 and NPY-Y1 PAM-ag -3.
O=C(N/N=C/c1ccc([N+](=O)[O-])cc1)C(=O)N1CCCC1 was read as EP2 modulator 18, p97 inhibitor 2, S1P4 antag -15, NPY2 pot ag 3, EP2 antag 2, NPY-Y1 antag 0, S1P4 agonist 2.0, eIF4E-4G inh 0 and NPY-Y1 PAM-ag 14.
For O=C(CN1CCCCCC1)N1c2ccccc2C=Cc2ccccc21 the results were EP2 modulator 10, p97 inhibitor 1, S1P4 antag 17, NPY2 pot ag -1, EP2 antag 9, NPY-Y1 antag 6, S1P4 agonist -0.1, eIF4E-4G inh 3 and NPY-Y1 PAM-ag 5.
Screening CCSC(=O)CCCCCCCCCCCO returned EP2 modulator -6, p97 inhibitor -4, S1P4 antag 9, NPY2 pot ag 16, EP2 antag 7, NPY-Y1 antag -3, S1P4 agonist 0.5, eIF4E-4G inh -3 and NPY-Y1 PAM-ag 30.
`O=[N+]([O-])c1ccc(F)cc1Oc1nc(-c2cccnc2)nc2ccccc12` gave EP2 modulator 33, p97 inhibitor 4, S1P4 antag -10, NPY2 pot ag -12, EP2 antag 9, NPY-Y1 antag 3, S1P4 agonist 0.2, eIF4E-4G inh 4 and NPY-Y1 PAM-ag -23.
For O=C(Nc1ccc(-c2nc3ccccc3[nH]2)cc1)c1ccco1 the results were EP2 modulator -29, p97 inhibitor 1, S1P4 antag -12, NPY2 pot ag 2, EP2 antag 22, NPY-Y1 antag -1, S1P4 agonist 0.1, eIF4E-4G inh -1 and NPY-Y1 PAM-ag -4.
For CC(C)(C)c1cc2nc(N)nc(N)n2n1 the results were EP2 modulator -4, p97 inhibitor 4, S1P4 antag 15, NPY2 pot ag -11, EP2 antag 2, S1P4 agonist -0.1, eIF4E-4G inh 1 and NPY-Y1 PAM-ag 10.
CC1CCN(S(=O)(=O)c2ccc(Oc3ccc([N+](=O)[O-])cc3)cc2)CC1 was read as EP2 modulator -21, p97 inhibitor -7, S1P4 antag -6, NPY2 pot ag -3, NPY-Y1 antag 3, S1P4 agonist 1.2, eIF4E-4G inh 5 and NPY-Y1 PAM-ag 0.
`CCC1(C)Cc2ccccc2-c2nc(NCCO)n(-c3ccccc3)c(=O)c21` (stereo not given) gave EP2 modulator -1, p97 inhibitor -1, S1P4 antag 10, NPY2 pot ag -3, EP2 antag 12, NPY-Y1 antag -4, S1P4 agonist -0.9, eIF4E-4G inh 1 and NPY-Y1 PAM-ag 0.
`COc1ccc(N2CCC(CNC(=S)Nc3cc(C)cc(C)c3)C2)cc1` (stereo not given) gave EP2 modulator -11, p97 inhibitor 1, S1P4 antag -4, NPY2 pot ag -14, EP2 antag 3, S1P4 agonist 2.1, eIF4E-4G inh 14 and NPY-Y1 PAM-ag 9.
`Cc1cc(C)cc(OCC(=O)N/N=C\c2cn(C)nc2C)c1` gave EP2 modulator -9, p97 inhibitor 6, S1P4 antag -23, NPY2 pot ag -4, EP2 antag 6, NPY-Y1 antag 1, S1P4 agonist 2.5, eIF4E-4G inh -1[fluorescence artefact?] and NPY-Y1 PAM-ag 4.
`CCn1c(=O)c2c3c(sc2n2c(=S)[nH]nc12)CCC3` gave EP2 modulator 0, p97 inhibitor -4, S1P4 antag -12, NPY2 pot ag -15, EP2 antag 0, NPY-Y1 antag 1, S1P4 agonist 23*, eIF4E-4G inh 52* and NPY-Y1 PAM-ag 0.
`O=C1c2ccccc2C(Nc2ccc3c(c2)OCCO3)N1c1ccc(Cl)cn1` (stereo not given) gave EP2 modulator 32, p97 inhibitor -5, S1P4 antag -21, NPY2 pot ag -13, EP2 antag 5, NPY-Y1 antag 9, S1P4 agonist -0.1, eIF4E-4G inh 5 and NPY-Y1 PAM-ag -20.
Screening COc1c(Br)cc(Br)cc1/C=N/n1c(C)nnc1C returned EP2 modulator 42, p97 inhibitor 7, S1P4 antag -1, NPY2 pot ag 12, EP2 antag 12, NPY-Y1 antag 3, S1P4 agonist 1.0, eIF4E-4G inh -5 and NPY-Y1 PAM-ag -11.
COc1ccc(CCN2C(=O)CC(N3CCN(C/C=C/c4ccccc4)CC3)C2=O)cc1OC (stereo not given) was read as EP2 modulator -29, p97 inhibitor -5, S1P4 antag -1, NPY2 pot ag 3, EP2 antag 5, S1P4 agonist 0.1, eIF4E-4G inh -7 and NPY-Y1 PAM-ag -8.
COC(=O)c1ccc(COc2ccccc2/C=C(\C#N)C(=O)Nc2ccccc2C)cc1 was read as EP2 modulator -8, p97 inhibitor -1, S1P4 antag -6, NPY2 pot ag 3, EP2 antag 13, NPY-Y1 antag 6, S1P4 agonist -0.8, eIF4E-4G inh 2 and NPY-Y1 PAM-ag 11.
`Cn1c(Sc2ccc([N+](=O)[O-])cc2C(F)(F)F)nnc1-c1ccccc1` gave EP2 modulator 8, p97 inhibitor -1, S1P4 antag -2, NPY2 pot ag -6, EP2 antag 8, NPY-Y1 antag 3, S1P4 agonist -1.1, eIF4E-4G inh 0 and NPY-Y1 PAM-ag 5.
Screening CC(=O)c1cccc(NC(=O)CCS(=O)(=O)c2cccc3nsnc23)c1 returned EP2 modulator -3, p97 inhibitor 1, S1P4 antag 8, NPY2 pot ag 15, EP2 antag 10, NPY-Y1 antag 4, S1P4 agonist 1.0, eIF4E-4G inh 8 and NPY-Y1 PAM-ag -2.
COC(=O)c1ccc(Oc2nc(Nc3ccccc3)nc(N(C)C)n2)cc1 was read as EP2 modulator 4, p97 inhibitor -4, S1P4 antag -1, NPY2 pot ag -11, EP2 antag 3, NPY-Y1 antag 9, S1P4 agonist 1.6, eIF4E-4G inh -3 and NPY-Y1 PAM-ag -17.
Screening CCn1cc(C(=O)NCc2ccco2)c(=O)c2cc(S(=O)(=O)N3CCC(C)CC3)ccc21 returned EP2 modulator -3, p97 inhibitor 3, S1P4 antag 12, NPY2 pot ag 13, EP2 antag 1, NPY-Y1 antag -2, S1P4 agonist -1.9, eIF4E-4G inh 2 and NPY-Y1 PAM-ag 10.
For CN(CC(=O)Nc1ccccc1C(F)(F)F)C(=O)CSc1nnnn1C the results were EP2 modulator 39, p97 inhibitor 4, S1P4 antag -13, NPY2 pot ag 4, EP2 antag 4, NPY-Y1 antag 4, S1P4 agonist -1.7, eIF4E-4G inh 3 and NPY-Y1 PAM-ag -7.
O=C(Nc1nc(-c2ccc(Cl)s2)cs1)c1ccncc1 was read as EP2 modulator -31, p97 inhibitor -2, S1P4 antag -3, NPY2 pot ag 14, EP2 antag 18, NPY-Y1 antag 3, S1P4 agonist 1.0, eIF4E-4G inh -1 and NPY-Y1 PAM-ag 16.
For COc1ccc(N(C)S(=O)(=O)c2ccc3c(c2)CCC(=O)N3)cc1 the results were EP2 modulator -47, p97 inhibitor -4, S1P4 antag -10, NPY2 pot ag -14, EP2 antag 8, NPY-Y1 antag -3, S1P4 agonist 2.0, eIF4E-4G inh -8 and NPY-Y1 PAM-ag -7.
COc1ccc(-c2nc(C#N)c(NCc3cccnc3)o2)cc1OC was read as EP2 modulator -57, p97 inhibitor 5, S1P4 antag 8, NPY2 pot ag 1, EP2 antag 3, NPY-Y1 antag 8, S1P4 agonist -1.4, eIF4E-4G inh 14 and NPY-Y1 PAM-ag -6.
CCOC(=O)CN1C(=O)C(Sc2n[nH]c(-c3ccc(O)cc3)n2)CCc2ccccc21 (stereo not given) was read as EP2 modulator 7, p97 inhibitor 0, S1P4 antag -2, NPY2 pot ag -10, EP2 antag 14, NPY-Y1 antag -3, S1P4 agonist -0.5, eIF4E-4G inh 3 and NPY-Y1 PAM-ag 29.
`Oc1cccc(NC(=S)Nc2ccccc2)c1` gave EP2 modulator -10, p97 inhibitor 2, S1P4 antag 4, NPY2 pot ag -5, EP2 antag 4, S1P4 agonist 1.5, eIF4E-4G inh -9 and NPY-Y1 PAM-ag 9.
For CSc1ccccc1NC(=O)COC(=O)c1c[nH]c(=O)[nH]c1=O the results were EP2 modulator -2, p97 inhibitor 6, S1P4 antag 5, NPY2 pot ag -10, EP2 antag 5, S1P4 agonist 0.9, eIF4E-4G inh -6 and NPY-Y1 PAM-ag -10.
`CCOc1cc(/C=C2\N=C3CCCCCN3C2=O)ccc1O` gave EP2 modulator 16, p97 inhibitor 2, S1P4 antag 8, NPY2 pot ag -4, EP2 antag 5, NPY-Y1 antag 2, S1P4 agonist 0.9, eIF4E-4G inh 9 and NPY-Y1 PAM-ag -11.
Screening CC(=O)Nc1ccc(C(=O)OCc2ccc(Cl)cc2)cc1 returned EP2 modulator -25, p97 inhibitor -3, S1P4 antag 0, NPY2 pot ag 10, EP2 antag 6, NPY-Y1 antag -5, S1P4 agonist 0.5, eIF4E-4G inh 0 and NPY-Y1 PAM-ag -8.
CC(C)C(NC(=O)C(c1ccccc1)c1ccccc1)c1nc2ccccc2[nH]1 (stereo not given) was read as EP2 modulator 27, p97 inhibitor 5, S1P4 antag -31, NPY2 pot ag -19, EP2 antag 11, NPY-Y1 antag 18, S1P4 agonist 4.6, eIF4E-4G inh -1[fluorescence artefact?] and NPY-Y1 PAM-ag -6.
Screening Cc1ccc(CN(Cc2cccnc2)C(=S)Nc2cc(Cl)ccc2C)cc1 returned EP2 modulator 46, p97 inhibitor 2, S1P4 antag -5, NPY2 pot ag 5, EP2 antag 10, NPY-Y1 antag 9, S1P4 agonist -1.2, eIF4E-4G inh 0 and NPY-Y1 PAM-ag 3.

Three structures already listed, ordered by formula weight, low to high.
O=C(Nc1nc(-c2ccc(Cl)s2)cs1)c1ccncc1 was read as EP2 modulator -31, p97 inhibitor -2, S1P4 antag -3, NPY2 pot ag 14, EP2 antag 18, NPY-Y1 antag 3, S1P4 agonist 1.0, eIF4E-4G inh -1 and NPY-Y1 PAM-ag 16.
CC(C)C(NC(=O)C(c1ccccc1)c1ccccc1)c1nc2ccccc2[nH]1 (stereo not given) was read as EP2 modulator 27, p97 inhibitor 5, S1P4 antag -31, NPY2 pot ag -19, EP2 antag 11, NPY-Y1 antag 18, S1P4 agonist 4.6, eIF4E-4G inh -1[fluorescence artefact?] and NPY-Y1 PAM-ag -6.
CCOC(=O)CN1C(=O)C(Sc2n[nH]c(-c3ccc(O)cc3)n2)CCc2ccccc21 (stereo not given) was read as EP2 modulator 7, p97 inhibitor 0, S1P4 antag -2, NPY2 pot ag -10, EP2 antag 14, NPY-Y1 antag -3, S1P4 agonist -0.5, eIF4E-4G inh 3 and NPY-Y1 PAM-ag 29.

A portion of the library; count on the stated rates, not on these rows.
